PGK inhibitor: blocks T. brucei phosphoglycerate kinase. PGK/GAPDH coupled, Kinase-Glo luminescence, 60 min. 380,000 tested, 0.043% active. Potency, µM (series often up to 57.5 µM), inactives show at the top dose activity change, negative = inhibition, actives largely listed as inhibitors. P07378; note: % is set by controls: 0 for no effect and ±100 for the full control effect; nearly all actives have a fitted effect of over 60% in size
Target sequence (P07378 whole entry, looked up): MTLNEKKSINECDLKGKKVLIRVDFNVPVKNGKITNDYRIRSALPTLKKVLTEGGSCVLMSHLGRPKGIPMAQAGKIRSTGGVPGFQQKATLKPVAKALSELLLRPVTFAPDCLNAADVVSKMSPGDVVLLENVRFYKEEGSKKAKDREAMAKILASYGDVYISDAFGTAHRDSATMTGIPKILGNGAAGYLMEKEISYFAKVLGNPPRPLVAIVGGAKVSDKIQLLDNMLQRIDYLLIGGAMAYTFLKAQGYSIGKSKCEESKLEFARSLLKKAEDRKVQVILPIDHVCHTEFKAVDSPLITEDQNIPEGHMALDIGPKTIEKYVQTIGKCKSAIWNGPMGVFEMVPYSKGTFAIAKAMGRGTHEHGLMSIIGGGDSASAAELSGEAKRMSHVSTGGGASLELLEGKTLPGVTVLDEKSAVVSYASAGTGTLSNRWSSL
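Recombinant glycosomal PGK reaction used 1,3-bisphosphoglycerate generated in-well by GAPDH (100nM final) in 100mM TEA pH 7.6, 5mM MgCl2, 0.01% Tween-20. After 60 minutes at room temperature, ATP was read by Kinase-Glo Plus luminescence end-point.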
BLM inh: inhibitors of human Bloom syndrome helicase BLM; recombinant BLM DNA unwinding, fluorescence dequenching; Potency, µM (highest dose often 56.1 µM), for the others: at the highest dose activity change, negative = inhibition, most hits filed as inhibitors; 350,000 tested, 0.2% active; AID 2528;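 note: plate controls were vehicle for no effect and no enzyme for full effect; nearly all actives have a fitted effect of over 35% in size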
POLI inh: blocks human DNA polymerase iota activity. Q9UNA4. Pol iota fluorescent replication assay, 10 min. Potency, µM (series often up to 115 µM), inactives show at the highest dose activity, negative = inhibition, usual class: inhibitors. 390,000 tested, 1% active
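Fluorescent replication assay read twice, at 0 min and 10 min after adding 50 nM (final) substrate. Enzyme (10 nM) and compounds were first incubated 15 min at room temperature; enzyme-free buffer wells were negative controls.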
GLS inh: glutaminase GLS (human) inhibition; O94925; GLS enzymatic activity, qHTS titration; Potency, µM (titrated, usually from 45.5 µM), inactives show at the highest dose activity change, negative = inhibition, most hits filed as inhibitors; 410,000 tested, 0.21% active; AID 624170; note: % is set by controls: 0 for no effect and ±100 for the full control effect
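hKGA in 45 mM KH2PO4 (pH 8.2), 0.02% Tween-20 with compound, then 1mM L-Glutamine (stock as added) plus glutamate oxidase/HRP/Amplex red coupling mix. Fluorescence read initially and after 30 min at RT; signal change reflects glutamate formation.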
HP1b binding inh: blocks HP1-beta chromodomain binding to methylated histone tails | P83916 | AlphaScreen HP1-beta / biotin-H3K9me3 peptide binding | 390,000 tested, 0.56% active | Potency, µM (highest dose often 114 µM), without a hit: top-dose activity change, negative = inhibition, most hits filed as inhibitors | AID 540317; note: nearly all actives have a fitted effect of over 70% in size; inactives centre near 23
Target sequence (P83916 whole entry, looked up): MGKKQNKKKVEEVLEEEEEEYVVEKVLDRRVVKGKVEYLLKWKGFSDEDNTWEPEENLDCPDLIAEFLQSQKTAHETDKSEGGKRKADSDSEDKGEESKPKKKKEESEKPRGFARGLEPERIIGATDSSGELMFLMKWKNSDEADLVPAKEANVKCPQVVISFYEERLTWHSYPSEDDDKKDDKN
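AlphaScreen: HP1-beta (50 nM) preformed 30 min with biotin-H3(1-18)K9me3 peptide (50 nM) in PBS pH 7.4, 0.01% Tween-20. Compound added for 30 min at RT, then streptavidin donor/nickel chelate acceptor beads (10 ug/mL) for 30 min.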
BAZ2B block: blocks human BAZ2B; Q9UIF8; AlphaScreen BAZ2B-H3K14Ac peptide displacement; Potency, µM (doses to about 114 µM), for inactives: top-dose activity change, negative = inhibition, hits mostly inhibitors; 360,000 tested, 4.4% active; AID 504333; note: % is set by controls: 0 for no effect and ±100 for the full control effect; nearly all actives have a fitted effect of over 60% in size
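In this displacement format the biotinylated H3(5-23) peptide acetylated at Lys14 serves as ligand at 50 nM, with BAZ2B at 50 nM in PBS pH 7.4 containing 0.01% Tween-20. Donor and acceptor beads are 10 ug/mL final.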
JMJD2A Tudor: inhibitors of human JMJD2A Tudor domain; AlphaScreen JMJD2A-Tudor / H3K4me3 peptide binding; 390,000 tested, 4.4% active; AID 504339; O75164; Potency, µM (titrated, usually from 114 µM), for the others: at the highest dose activity change, negative = inhibition, usual class: inhibitors; note: % is set by controls: 0 for no effect and ±100 for the full control effect; nearly all actives have a fitted effect of over 50% in size
G9a block: inhibitors of human histone lysine methyltransferase G9a; 350,000 tested, 8.8% active; Q96KQ7; G9a H3K9 monomethylation, AlphaScreen, 2 h; Potency, µM (top dose mostly 102 µM), for inactives: top-dose activity, negative = inhibition, usual class: inhibitors; note: % is set by controls: 0 for no effect and ±100 for the full control effect; nearly all actives have a fitted effect of over 75% in size
Target sequence (Q96KQ7 913-1193 limits assumed): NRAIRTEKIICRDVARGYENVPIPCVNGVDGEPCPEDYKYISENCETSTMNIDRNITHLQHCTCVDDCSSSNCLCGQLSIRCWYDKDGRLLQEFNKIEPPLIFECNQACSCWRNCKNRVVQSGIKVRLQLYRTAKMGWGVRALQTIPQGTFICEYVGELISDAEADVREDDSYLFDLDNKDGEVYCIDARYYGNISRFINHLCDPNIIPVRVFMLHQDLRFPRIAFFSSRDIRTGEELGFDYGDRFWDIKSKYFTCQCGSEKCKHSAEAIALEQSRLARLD
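Signal arises when biotinylated H3K9 peptide, once monomethylated, bridges streptavidin donor and antibody-captured acceptor beads. Enzyme at 20 nM was preincubated 15 min with test compounds; peptide 500 nM and SAM 20 uM then reacted for 2 h.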
Pin1 inh: blocks the human prolyl isomerase Pin1; Q13526; Pin1 FP peptide displacement, HiFluor488, 10 min; Potency, µM (highest dose often 115 µM), inactives show top-dose activity, negative = inhibition, actives largely listed as inhibitors; 390,000 tested, 0.009% active; active = well fitted inhibition curve with a large enough effect in the polarisation, with a control signal flat, not every such curve was filed as active; inconclusive = small, poorly fitted or top-dose-only effect, or effect the other way, or a change in a side signal; inactive = no such curve, though single readings can be large or run the other way; the % refers to the polarisation; note: % is set by controls: 0 for no effect and ±100 for the full control effect
Target sequence (Q13526 whole entry, looked up): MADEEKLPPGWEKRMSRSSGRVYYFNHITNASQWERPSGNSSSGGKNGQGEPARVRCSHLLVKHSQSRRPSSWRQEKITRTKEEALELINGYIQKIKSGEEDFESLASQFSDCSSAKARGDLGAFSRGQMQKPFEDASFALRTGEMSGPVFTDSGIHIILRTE
Active calls of the source: *; i = inactive; u = inconclusive; x = not tested or not shown; & = joins results of further samples; [ ] = remark or other dose. Unless noted, calls come from the whole dose curve; as a rule, active = well fitted curve in the direction sought with a large enough effect; inconclusive = small, poorly fitted or top-dose-only effect, or another doubt; inactive = no such curve, though single readings can be large; an effect the other way counts as inactive or inconclusive. Potency is the fitted concentration of half-maximal effect. This is a subset. The share of hits here may be higher or lower than overall.

Molecule | PGK inhibitor | BLM inh | POLI inh | GLS inh | HP1b binding inh | BAZ2B block | JMJD2A Tudor | G9a block | Pin1 inh
Cc1cc(C=C2C(=O)NC(=S)NC2=O)c(C)n1-c1ccc2c(c1)OCO2 | -12.3% | -18.9% | 20µM* | -1.1% | 1.6% | u | u | 11.2µM* | 2.1%
CCOC(=O)C1=C(N)OC2=C(C(=O)CCC2)C12C(=O)N(CC(N)=O)c1ccccc12 (stereo not drawn) | i | -0.8% | 2.6% | -13.4% | 67.1%[activator] | 4.7% | 6.6% | x | 6.0%
OCC#CC[N+]1(CC#Cc2ccccc2)CCCC1 | -9.7% | 2.2% | -6.5% | -1.1% | 37.4% | -19.1% | -13.4% | 15.5% | 0.6%
O=c1c2ccccc2nc(-c2ccccc2Cl)n1-c1ccc(O)cc1 | 3.4% | -10.8% | 143.4%[activator] | -5.4% | 11.2% | -17.9% | -16.6% | -26.0% | -1.8%
CCN(CC)C(=O)c1ccc(NC(=O)c2ccc(N3CCCC3=O)cc2)cc1 | 3.5% | x | -4.7% | 13.2% | 30.8% | -3.2% | -8.4% | 17.2%[12.7 µM] | 0.4%
O=c1c(C=NCCN2CCNCC2)c(O)n(C2CCCCC2)c(=O)n1C1CCCCC1 | -0.4% | -9.1% | -13.2%[58.9 µM] | -8.8% | -8.8% | -13.2% | u | -6.7%[12.7 µM] | 22.6%
CCC(COC(=O)NC)NC(=O)Oc1ccccc1 (stereo not drawn) | 4.5% | 0.9% | 4.4% | 6.6% | 38.1% | -1.9% | 4.5% | x | 5.2%
CC1=C(C(=O)Nc2ccccc2)S(=O)(=O)CCO1 | 11.2% | 0.0% | 5.0%[58.9 µM] | 2.0% | 11.8% | 0.3% | -4.0% | 2.6% | 1.9%
CCOC(=O)[C@@H]1[C@H]2COc3ccc(Br)cc3[C@H]2N2C(=O)N(c3cccc(C)c3)C(=O)[C@]12C | 6.3% | x | 30.3%[activator] | -2.1% | 39.7%[activator] | x | -10.7% | x | u
COC(=O)C1=C(c2ccc(S(C)(=O)=O)cc2)C[C@@H]2CC[C@H]1N2C(=O)NCc1ccc(F)cc1 | i | x | 9.9% | -3.1% | 30.3% | x | -7.9% | x | -5.2%
CN(C)c1ccc(C=C2C(=O)NC(=S)NC2=O)cc1[N+](=O)[O-] | -10.1% | -4.1% | 143.1%[activator] | 105.3%[activator] | u | u | 35.5µM* | 7.08µM* | -14.4%
CCN(CC)CCN=Cc1c(O)n(CCc2ccccc2)c(=O)[nH]c1=O | i | -1.1% | u | -10.3% | 21.5% | -1.0% | -12.2%[11.4 µM] | u | u
O=C1NC(=O)N(CCc2ccc(F)cc2)C(=O)/C1=C/C=C/c1ccccc1 | -9.3% | 8.1% | u | 0.0% | -4.0% | 7.6% | -24.9% | 70.8µM* | 33.0%[activator]
COC(=O)c1ccccc1N=Cc1c(O)[nH]c(=O)[nH]c1=O | x | 3.5% | -21.7% | -7.4% | 64.1%[activator] | 23.2% | 10.4% | u | 17.9%
CC(C)(O)C(=O)Nc1ccc([N+](=O)[O-])c(C(F)(F)F)c1 | 4.5% | x | 33.6%[activator] | -0.5% | 37.0%[activator] | 7.7% | -11.0% | -5.6%[0.501 µM] | -3.2%
FC(F)(F)c1ccc(NC2=NCCCS2)cc1 | -3.0% | -2.8% | 11.8% | 0.8% | 67.1%[activator] | 5.0% | -5.7% | 14.9% | 6.8%
CCCc1[nH]nc2c1C1(C(=O)N(CC(N)=O)c3ccccc31)C(C(=O)OC)=C(N)O2 (stereo not drawn) | -4.1% | 1.5% | 0.3% | 5.0% | 53.9%[activator] | -23.2% | 19.9% | -14.2% | -1.2%
CCC(=NCc1cc(OC)cc(OC)c1)c1c(O)n(C2CCCCC2)c(=O)[nH]c1=O | -8.6% | -11.9% | 14.3% | -0.4% | 23.7% | -28.8% | -34.2% | -29.5% | 47.0%[activator]
COC(=O)C1=C(c2ccccc2OCc2ccccc2)C[C@@H]2CC[C@H]1N2C(=O)NCCOc1ccc(OC)cc1 | -8.5% | x | -7.2% | 1.0% | -5.6% | -11.9% | u | 11.8%[2.33 µM] | 5.7%
CC(C)(C)NC(=S)/N=C(\N)N[N+](=O)[O-] | -8.4% | -7.1% | 16.2% | 2.9% | 11.2% | u | -12.4% | 22.4µM* | -1.8%
CC(C)(C)c1o[nH]c(=O)c1CC(N)C(=O)O (stereo not drawn) | 8.1% | x | -2.6% | 1.1% | 29.9% | 7.4% | -20.1% | -5.6%[59 µM] | -1.0%
CCOC(=O)C1C2c3ccccc3O[C@@]1(C)N=C1SCC(=O)N12 (stereo partly drawn) | i | -10.8% | 4.6% | 21.2% | 4.5% | 19.3% | -1.1% | 0.1%[59 µM] | -11.5%
Cn1c(SCc2nc3cc(C(=O)O)ccc3c(=O)[nH]2)nnc1C(F)(F)F | -2.4% | 0.8% | 150.7%[activator] | 4.4% | 33.0% | -34.5% | 16.1% | -36.7% | -12.1%
CCOc1ccccc1N=Cc1c(O)n(C)c(=O)n(C)c1=O | 2.6% | -0.3% | 10.4% | 1.7% | 45.7%[activator] | 0.8% | -5.5% | 50.1µM* | 4.5%
C[C@@H]([C@@H](O)c1ccccc1)N(C)C(=O)Cc1ccccc1 | -2.9% | x | 29.7% | -0.4% | 35.4% | x | -17.9% | x | -1.0%
C[C@@H]1CC2(CCCC[N+]2(C)C)C[C@H]1C | 5.5% | -1.0% | 95.6%[activator] | 0.0% | -2.2% | -17.1% | u | 11.2µM* | 0.3%
S=C(Nc1ccc(Br)cc1Cl)N1CCC2(CC1)OCCO2 | -1.3% | 0.1% | 56.3%[activator] | 7.7% | 39.7%[activator] | -5.0% | -3.6% | x | -4.4%
CCN(c1cccc(C)c1)S(=O)(=O)c1ccc2c(c1)oc(=O)n2C | -3.2% | -3.6% | 146.7%[activator] | 0.3% | 1.4% | -2.3% | -9.4% | -0.8%[2.33 µM] | 2.8%
CC(C)NS(=O)(=O)c1ccc(OCC(=O)N2CCN(Cc3ccc4c(c3)OCO4)CC2)c(Cl)c1 | 2.8% | -3.7% | 15.9% | 1.4% | 14.6% | -37.2% | -16.9% | -21.8%[2.33 µM] | -1.1%
CN(C)CCCN=Cc1c(O)n(CCc2ccccc2)c(=O)[nH]c1=O | -7.3% | 3.2% | 8.2% | -5.3% | 49.9%[activator] | 2.7% | -5.3%[57.1 µM] | -46.0% | u
CN(C)c1c([N+](=O)[O-])cc(N2C(=O)C=CC2=O)cc1[N+](=O)[O-] | -0.1% | x | u | u | 14.1µM* | x | 8.91µM* | x | u
CCCCCc1nc2c(c(=O)c3ccccc3n2C)c(=O)n1C1CCCCCC1 | -3.7% | 1.9% | 20.6% | 8.8% | 0.7% | -24.3% | -27.1% | -4.3% | 1.8%

Some of these compounds in order of number of heavy atoms, descending.
Molecule | PGK inhibitor | BLM inh | POLI inh | GLS inh | HP1b binding inh | BAZ2B block | JMJD2A Tudor | G9a block | Pin1 inh
CC(C)NS(=O)(=O)c1ccc(OCC(=O)N2CCN(Cc3ccc4c(c3)OCO4)CC2)c(Cl)c1 | 2.8% | -3.7% | 15.9% | 1.4% | 14.6% | -37.2% | -16.9% | -21.8%[2.33 µM] | -1.1%
CCCCCc1nc2c(c(=O)c3ccccc3n2C)c(=O)n1C1CCCCCC1 | -3.7% | 1.9% | 20.6% | 8.8% | 0.7% | -24.3% | -27.1% | -4.3% | 1.8%
C[C@@H]1CC2(CCCC[N+]2(C)C)C[C@H]1C | 5.5% | -1.0% | 95.6%[activator] | 0.0% | -2.2% | -17.1% | u | 11.2µM* | 0.3%

The results go on:
Molecule | PGK inhibitor | BLM inh | POLI inh | GLS inh | HP1b binding inh | BAZ2B block | JMJD2A Tudor | G9a block | Pin1 inh
CCOc1cc2[nH]c(=S)n(CCCC(=O)N3CCC4(CC3)OCCO4)c(=O)c2cc1OCC | -0.7% | -5.2% | 19.7% | -4.0% | 33.7% | 13.5% | u | -34.3%[12.7 µM] | 3.0%
O=C1NC(=O)C(=Cc2ccc(OCC(=O)N3CCOCC3)cc2)C(=O)N1 | i | 6.7% | 15.6% | -3.7% | 54.4%[activator] | -4.3% | -11.4% | u | 4.2%
COc1ccc(CN2CCNCC2)cc1 | 3.8% | -1.9% | 19.4% | -0.1% | 31.6% | -4.9% | -7.5% | u | -1.4%
CN1C[C@H](C(=O)N[C@]2(C)O[C@@]3(O)[C@@H]4CCCN4C(=O)[C@H](Cc4ccccc4)N3C2=O)CC2c3cccc4[nH]cc(c34)C[C@H]21 (stereo partly drawn) | -7.7% | x | 77.4%&47.6%[activator] | 27.1%&30.7% | 19.3%&5.3% | u | u | u | u
O=c1[nH]c(=S)n(-c2ccccc2F)c(O)c1C=NCCN1CCNCC1 | -2.1% | 7.0% | -6.6% | 1.4% | 60.2%[activator] | 0.4% | -11.4% | u | 5.3%
Cc1ccc2[nH]c(C)c(CCNCc3ccco3)c2c1 | i | 1.9% | -15.8% | 1.0% | -9.3%[57 µM] | u | u | u | 6.4%
O=C(Nc1ccccc1C(F)(F)F)c1cccn(Cc2ccccc2)c1=O | 7.6% | -1.0% | 13.4% | -2.7% | 42.1% | 2.4% | 1.0% | 6.7%[59 µM] | 1.9%
Clc1ccc2c(c1)C(c1ccccc1Cl)=NCc1nnc(N3CCN(CCSc4ccccc4)CC3)n1-2 | -6.2% | -12.8% | 5.4% | 1.0% | u | u | u | -1.4%[59 µM] | 26.2%
COc1ccc(CC(C)NCCc2ccc(OC)c(OC)c2)cc1 (stereo not drawn) | -7.9% | 0.9% | 112.8%[activator] | 2.5% | 39.4%[activator] | 10.1% | -69.0% | 19.8% | -0.5%
Cc1cccc(Cn2cccc(C(=O)Nc3nc4ccccc4s3)c2=O)c1 | 5.1% | -1.0% | u | -15.1% | 18.0% | u | -5.2% | u | -2.3%
COc1ccc(C2=CC(c3ccc(OC)c(OC)c3)c3c(c4ccccc4oc3=O)O2)cc1OC (stereo not drawn) | i | -7.4% | 2.6% | 16.9% | -10.3% | -35.0% | u | u | 19.3%

Compound activity (PubChem BioAssay)
